Candida biofilm: clotrimazole potentiators killing Candida biofilms, primary screen, with clotrimazole, Alamar Blue. C. albicans biofilm + clotrimazole. inhibition, % at 6 µM. 85,000 compounds, 0.14% hits. AID 834, 2007;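 active = inhibition above 20%; inactive = inhibition below 20%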;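 note: preformed 24 hr biofilms exposed to compound for 48 hr; 0% = biofilm without compound and 100% = blank killed by clotrimazole plus chlorhexidine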
Smad3 FoxH1 inh: Smad3/FoxH1 peptide binding inhibitors, primary screen, biochemical, TR-FRET; Mothers against decapentaplegic homolog 3 (Homo sapiens), P84022; TR-FRET Smad3/Dy647-FoxH1 peptide binding, europium anti-His; inhibition, % at 25 µM; AID 630, 2007; 88,000 compounds, 0.29% hits;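 active = compounds that reduce the energy-transfer binding signal between the protein and its labelled peptide by more than half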;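 note: 0% = Smad3 plus labelled peptide maximal FRET and 100% = peptide-only background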
Target sequence (P84022 whole entry, looked up): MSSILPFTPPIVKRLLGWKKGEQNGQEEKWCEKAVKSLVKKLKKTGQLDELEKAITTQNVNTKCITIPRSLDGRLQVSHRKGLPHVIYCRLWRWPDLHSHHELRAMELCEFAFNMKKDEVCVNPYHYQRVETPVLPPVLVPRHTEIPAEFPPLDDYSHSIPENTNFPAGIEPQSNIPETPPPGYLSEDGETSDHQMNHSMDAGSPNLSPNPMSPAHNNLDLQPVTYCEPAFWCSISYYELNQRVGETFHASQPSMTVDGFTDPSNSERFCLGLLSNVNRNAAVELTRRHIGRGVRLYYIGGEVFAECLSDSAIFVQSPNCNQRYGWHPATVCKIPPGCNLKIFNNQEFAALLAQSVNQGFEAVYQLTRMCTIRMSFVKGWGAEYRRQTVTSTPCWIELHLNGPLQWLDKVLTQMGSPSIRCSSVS
ERb SRC1 inh: inhibitors of ERβ-SRC1 coactivator interaction, primary screen, biochemical, TR-FRET, ERβ LBD, SRC-1 peptide; Estrogen receptor beta (Homo sapiens), Q92731; TR-FRET ER-beta LBD / SRC1-Cy5 peptide binding; receptor agonist-loaded with 1 µM estradiol; 86,000 compounds, 1.3% hits; inhibition, % at 25.6 µM;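 active = compounds whose percent inhibition of the receptor-coactivator binding signal exceeds about 50% in the single-dose screen, limit read from the data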;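 note: 0% = receptor plus peptide wells without compound and 100% = peptide-only wells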
sEH act: soluble epoxide hydrolase activators, primary screen, biochemical, human sEH. purified human sEH enzymatic activity, activator screen. activation, % at 2 µM. 91,000 compounds, 0.04% hits. AID 717, 2007; in the data active = activation above about 37%; note: values of inactives mirror those of a sister screen read the other way
Target sequence (P34913 whole entry, looked up): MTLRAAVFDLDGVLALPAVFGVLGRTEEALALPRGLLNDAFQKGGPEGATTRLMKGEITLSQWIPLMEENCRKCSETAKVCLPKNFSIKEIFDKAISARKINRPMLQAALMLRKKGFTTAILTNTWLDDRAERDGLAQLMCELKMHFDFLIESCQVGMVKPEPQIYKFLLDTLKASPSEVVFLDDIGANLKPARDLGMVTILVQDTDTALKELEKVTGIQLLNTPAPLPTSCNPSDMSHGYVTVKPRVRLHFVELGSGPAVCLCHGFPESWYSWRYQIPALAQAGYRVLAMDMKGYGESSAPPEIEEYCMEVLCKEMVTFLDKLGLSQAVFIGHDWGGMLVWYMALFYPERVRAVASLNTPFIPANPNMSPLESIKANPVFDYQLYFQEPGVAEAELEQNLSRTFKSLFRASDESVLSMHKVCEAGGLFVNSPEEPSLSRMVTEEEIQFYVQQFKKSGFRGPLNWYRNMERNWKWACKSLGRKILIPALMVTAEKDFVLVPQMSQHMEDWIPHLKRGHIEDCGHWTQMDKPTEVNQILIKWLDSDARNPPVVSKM
CD11b adhes enh: enhancers of CD11b/CD18 adhesion to fibrinogen, primary screen, K562 cells, luminescence; Integrin beta-2 (Homo sapiens) + Integrin alpha-M (Homo sapiens), P05107+P11215; ATPlite luminescence; activation, % at 10 µM; 93,000 compounds, 0.07% hits; AID 1499, 2009;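 active = 10 µM primary screen giving 50% or more activity, confirmed by 40% or more on retest at that dose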; note: strong numbers were not always called active; reference of the scale not given here
CD11b adhes inh: inhibitors of CD11b/CD18 adhesion to fibrinogen, primary screen, K562 cells, luminescence; Integrin beta-2 (Homo sapiens) + Integrin alpha-M (Homo sapiens), P05107+P11215; ATPlite luminescence; Mn2+ added to activate the integrin; inhibition, % at 10 µM; 93,000 compounds, 0.54% hits;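 active = primary inhibition of 50% or more at 10 µM, then 40% or more on retest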; note: some results filed as inactive read as strong as hits
sEH inh: soluble epoxide hydrolase inhibitors, primary screen, biochemical, human sEH; Bifunctional epoxide hydrolase 2 (Homo sapiens), P34913; inhibition, % at 2 µM; 91,000 compounds, 0.34% hits; recombinant human sEH enzymatic activity assay; in the data active = inhibition above about 80%; note: values of inactives mirror those of a sister screen read the other way; many of its hits are not listed in these tables
MT1-MMP txn act: MT1-MMP promoter reporter activation – cell-based, luciferase luminescence, primary screen; HT1080 MT1-MMP promoter luciferase reporter, overnight; hits give high values; activation factor at 10 µM; 86,000 compounds, 0.16% hits; AID 750, 2007;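 active = activation factor of at least 2 for MT1-MMP transcription at 10 µM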
ERa coact pot: enhancers of ERα–SRC-1 coactivator binding, primary screen, biochemical, TR-FRET, ERα LBD, low estradiol; Estrogen receptor (Homo sapiens), P03372; TR-FRET ERalpha-LBD/SRC-Cy5 coactivator binding, 2 h; 100 = basal binding, no effect; coactivator binding (% of control), % at 25.6 µM; 86,000 compounds, 1.3% hits; AID 639, 2007; in the data active = activity above about 200%;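 note: binding measured in presence of low estradiol as agonist stimulus; 0% = peptide alone without receptor and 100% = receptor with peptide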
Starred values were filed as active, the others as inactive; · = no result given; [ ] = remark or other dose. These rows are one share of the data; count on the stated rates, not on these rows.

No.	Structure	Candida biofilm	Smad3 FoxH1 inh	ERb SRC1 inh	sEH act	CD11b adhes enh	CD11b adhes inh	sEH inh	MT1-MMP txn act	ERa coact pot
1	CC(C)c1nnc(NC(=O)CSc2ncn[nH]2)s1	-2	-13	7[fluorescence artefact?]	6	-2	18	-6	1	93
2	Cc1cccc(NC(=S)NC(=O)CCc2ccccc2)c1	·	·	·	0	-1	17	4	·	·
3	Cc1ccc(C(=O)CSc2nn3c(=O)c(C(C)(C)C)nnc3s2)cc1	4	2	-4	-1	-2	-7	4	1.2	109
4	Cc1c(NC(=O)CSc2ccc(Cl)cc2)cccc1-c1nc2ncccc2o1	·	·	·	2	-3	-4	0	·	·
5	Cc1cc(SCC(=O)N/N=C/c2ccc(O)cc2O)c(C)cc1Br	11	6	-1	-40	-4	19	40	1.1	66
6	CCOc1ccccc1NC(=O)c1ccccc1NS(C)(=O)=O	-4	-15	2	0	1	-6	1	1.2	107
7	COc1ccccc1CC(=O)Nc1ccccc1C(=O)O	-4	13	-2	8	-1	-5	-5	1.1	106
8	CNc1c([N+](=O)[O-])cnn1-c1ccc(Cl)cc1Cl	·	·	·	16	0	9	-13	·	·
9	COc1ccc(CCNC(=O)CN2C(=O)c3ccccc3S2(=O)=O)cc1OC	2	1	21	2	0	2	-4	1.2	94
10	CN(C)c1ccc(C(C(=O)NC(C)(C)C)N(C(=O)c2csnn2)C2CC2)cc1 (stereo unspecified)	5	9	2[fluorescence artefact?]	-55	0	-11	55	1.1	121
11	CCOC(=O)c1c(NC(=O)c2ccc(-n3cnnn3)cc2)sc2c1CCCC2	6	-2[fluorescence artefact?]	9	·	·	·	·	1.2	94[fluorescence artefact?]
12	CCC(C(=O)Nc1cc(C)on1)c1ccccc1 (stereo unspecified)	-2	4	-6	8	-2	-14	-9	1.1	107
13	O=C(N/N=C/c1ccc([N+](=O)[O-])cc1)c1ccc2nc[nH]c2c1	·	·	·	-4	2	17	4	·	·
14	CCOC(=O)c1c(NC(=O)c2cc(CC(C)C)on2)sc(C(C)=O)c1C	7	2	3	-2	15	-12	3	·	124
15	CCOc1ccc(S(=O)(=O)NCC2CCCO2)cc1 (stereo unspecified)	5	-12	-4[fluorescence artefact?]	14	1	2	-14	1.1	97
16	CCC(CCC(=O)Nc1ccn(-c2ccccc2)n1)C(=O)O (stereo unspecified)	3	-6	5	·	6	8	·	1.1	95
17	O=S(=O)(c1cccs1)N1CCCc2cccc(O)c21	·	·	·	3	1	-4	-2	·	·
18	CC1CCN(Cc2nc3c(c(=O)n(C)c(=O)n3C)n2CCc2ccccc2)CC1	6	3	4	4	·	·	-1	1.1	104
19	CCCn1c(SCC(=O)N2c3ccc(F)cc3CCC2C)nnc1-c1ccccn1 (stereo unspecified)	6	3	-12	3	·	·	-3	1.2	118
20	Cc1ccc(C(=O)NC(C)(COc2nonc2C)COc2nonc2C)cc1	6	3	7	-2	4	4	5	1.1	101
21	Cn1cc(/C=N/n2cnc3scc(-c4ccc(Cl)cc4)c3c2=O)c2ccccc21	·	·	·	-10	-1	27	9	0.6	·
22	CCOC(=O)N1CCC(NC(=O)CCS(=O)(=O)c2ccc3c(c2)CCN3C(C)=O)CC1	4	-9	-5	·	·	·	·	1.4	120
23	c1ccc(Cc2cc(-c3ccccc3)on2)cc1	1	6	-5	-11	·	·	8	1.9	83
24	COC(=O)c1c(-c2cccs2)csc1NC(=O)CN1CCOCC1	4	5	5	11	·	·	-9	0.9	94
25	CCn1c2ccccc2c2cc(N=C3SC(CC(=O)Nc4ccccc4OC)C(=O)N3C)ccc21 (stereo unspecified)	·	·	·	14	6	-2	-12	·	·
26	COc1ccccc1-c1nn2c(-c3ccc(C(C)(C)C)cc3)nnc2s1	5	10	42[fluorescence artefact?]	·	-3	62	·	1.1	241*
27	Clc1ncnc2scc(C3COc4ccccc4O3)c12 (stereo unspecified)	8	0	-3	8	·	·	-7	1	104[fluorescence artefact?]
28	Cc1cc(/C=C2/SC(=O)N(CC(=O)OC(C)C)C2=O)c(C)n1C	·	·	·	11	0	-3	-9	·	·
29	Cc1cc2c(N=O)c(NO)ccc2[nH]1	7	-10	17	-4	0	4	4	0.8	114[fluorescence artefact?]
30	O=[N+]([O-])c1ccc(S(=O)(=O)N2CCN(Cc3c[nH]c4ccccc34)CC2)cc1	-2	1	2	-2	-2	2	2	1.2	115[fluorescence artefact?]
31	CCC(C)NS(=O)(=O)c1ccc(-c2csnn2)s1 (stereo unspecified)	7	7	1	0	-2	6	-1	1.1	88
32	Cc1cc(=O)[nH]c(SC/C=C/c2ccccc2)n1	2	-2	-4	-6	1	-21	6	1.1	100[fluorescence artefact?]
33	Cn1c(=O)c2c(nc(CN3CCN(c4ccccc4)CC3)n2CCc2ccccc2)n(C)c1=O	-4	-3	-8	-4	·	·	6	1.1	104[fluorescence artefact?]
34	CCOC(=O)Cn1c(SC)nc2sc3c(c2c1=O)CC(C)(C)OC3	9	6	0[fluorescence artefact?]	1	-2	-10	-2	1.2	103
35	O=C(NCc1ccc2c(c1)OCO2)C1CCCN(S(=O)(=O)c2cccs2)C1 (stereo unspecified)	4	9	-11	·	2	-12	·	1	108
36	COc1ccc(C(=O)Nc2nc3c(s2)Cc2cc(OC)ccc2-3)cc1	5	11	55*	3	11	14	0	1.1	7[fluorescence artefact?]
37	Cc1ccc(NC(=O)CS(=O)CC(=O)NCCCN(C)c2ccccc2)cc1 (stereo unspecified)	·	·	·	-7	-4	3	10	1.1	·
38	O=c1oc2ccc3ccccc3c2c2c1SC(C(F)(F)F)C2 (stereo unspecified)	6	2	-5	12	-3	2	-10	1	134
39	CCc1nnc(NC(=O)CSc2nc3c(cc2C#N)CCC3)s1	5	9[fluorescence artefact?]	13	0	-6	-3	-5	0.8	181[fluorescence artefact?]
40	O=C(COC(=O)c1ccc(S(=O)(=O)Nc2ccccc2)cc1)NCCN1C(=O)CSC1=O	3	-4[fluorescence artefact?]	7	9	6	-30	-9	1.1	99

Screen by screen, quoted from above.
Compounds 22–28 in sEH act read ·, -11, 11, 14, ·, 8, 11

Remaining list, next part:
No.	Structure	Candida biofilm	Smad3 FoxH1 inh	ERb SRC1 inh	sEH act	CD11b adhes enh	CD11b adhes inh	sEH inh	MT1-MMP txn act	ERa coact pot
41	Cc1c(NC(=O)CSC2=C(C#N)C(c3ccccc3F)CC(=O)N2)c(=O)n(-c2ccccc2)n1C (stereo unspecified)	2	1	2[fluorescence artefact?]	·	-1	8	·	1	99
42	Cc1ccccc1CS(=O)(=O)Cc1ccc(C(=O)NCc2ccco2)o1	3	6	-10	1	2	7	-2	1.2	93
43	CCOC(=O)NC(=O)/C(C#N)=N/Nc1ccc(F)cc1	·	·	·	5	-2	15	-5	·	·
44	Nc1nnc(SCC(=O)Nc2cc(C(F)(F)F)ccc2N2CCOCC2)s1	4	7	2	8	-2	-1	-10	1.2	103
45	Cc1ccc(S(=O)(=O)N(C)c2cc(S(=O)(=O)N3CCC(C)CC3)c(C)cc2C)cc1	·	·	·	12	4	0	-12	·	·
46	Cc1ccc2nc(-c3ccccc3)c(NC(=O)c3ccco3)n2c1	-2	-12	-11[fluorescence artefact?]	-8	·	·	7	1.2	101
47	O=S(=O)(Cc1ccccc1)N1CCC(N2CCN(c3ccccc3)CC2)CC1	8	-3	1	·	-2	6	·	1.2	93
48	CCCCN1C(=O)NC(NC(C)=O)(C(F)(F)F)C1=O (stereo unspecified)	7	-8	3[fluorescence artefact?]	2	-2	20	2	1	112
49	Cc1nn(CC(O)COc2ccc3c(c2)CCC3)c(C)c1C (stereo unspecified)	5	3[fluorescence artefact?]	-2[fluorescence artefact?]	-9	2	-30	10	1.2	139
50	O=C(NCc1ccco1)C1CCN(C(=O)c2cc3sccc3n2Cc2ccc(F)cc2)CC1	7	5[fluorescence artefact?]	-1	7	8	0	-6	0.9	91
51	CCn1cc(CNC(=O)c2cc(Cl)ccc2OC)c(C)n1	-1	2	-10	·	-1	-9	·	1.2	120
52	Cc1ccc(N=C(NO)c2nonc2N)cc1	7	-6	-2	19	-3	-2	-21	1.5	98
53	O=C(NCC(c1cccnc1)N1CCN(c2ccccc2)CC1)c1ccc2c(c1)OCO2 (stereo unspecified)	3	3	1[fluorescence artefact?]	-14	5	-15	14	1.1	124[fluorescence artefact?]
54	O=C(c1cccs1)N1CCc2ccccc21	6	1	-2	14	0	-7	-12	0.7	91
55	O=C(Nc1c(F)cc(F)cc1Br)c1cc2nc(C(F)F)cc(C(F)F)n2n1	9	-1	-3	12	-3	-6	-15	0.8	91
56	O=C(NCC1(c2ccccc2)CCCC1)C(=O)NCC1(c2ccccc2)CCCC1	4	-3	-5	0	·	·	2	1.1	113
57	C=C(C)CC(NCc1ccco1)c1ccc(OC)cc1 (stereo unspecified)	-2	-21	-3[fluorescence artefact?]	7	·	·	-4	1.1	100
58	Cc1ccc(CNC(=O)c2cc3c(=O)n4ccccc4nc3n(CC3CCCO3)c2=N)cc1 (stereo unspecified)	2	-3	-17	·	6	-29	·	1	107[fluorescence artefact?]
59	COC(=O)CSc1nc(N)c2c3c(sc2n1)CCCC3	·	-1	-6	·	-1	0	·	1.1	105
60	O=C(CNC(=O)c1cc2ccccc2o1)NCc1cccs1	6	7	-8	-13	·	·	13	1.1	122
61	Cc1cc(=S)cc(C)n1CCCn1ccnc1	1	10	-14	·	-2	-2	·	0.9	104
62	O=C(OCC(=O)c1cccs1)c1cccc(C(=O)OCC(=O)c2cccs2)n1	·	·	·	1	-5	-13	0	·	·

Source: PubChem BioAssay
